Bioassay records deposited in PubChem by Broad Institute.
RAD52 inh: inhibitors of human RAD52 DNA annealing | recombinant RAD52 DNA annealing, FRET fluorescence | P43351 | inhibition, % at 18.7 µM | hit rate 0.46% among 360,000;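 active means every replicate showing at least 50% inhibition; inconclusive means mean inhibition at least 50% but not in every replicate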
S100A4 MyoIIA: S100A4-myosin IIA interaction inhibition; P26447; S100A4/TAMRA-MyoIIA peptide fluorescence polarization; inhibition, % at 10.7 µM; hit rate 0.14% among 360,000;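 active means mean inhibition of at least 70% across replicates, with every replicate also reaching that level; inconclusive means mean inhibition reaches 70% but some replicates fall short; inactive means mean inhibition below 70%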
Target sequence (P26447 whole entry, looked up): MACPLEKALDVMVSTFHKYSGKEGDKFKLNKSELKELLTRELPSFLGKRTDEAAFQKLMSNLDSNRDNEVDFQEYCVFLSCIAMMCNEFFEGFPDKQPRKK
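Assay system: human S100A4 monomer with TAMRA-labelled myosin IIA peptide / Buffer or medium: Calcium-containing HEPES buffer, pH 7.2 / Reagent: TAMRA-labelled myosin IIA heavy-chain peptide probe, 5 nM / Compound: one dose per compound / Timing: polarization read 5 min after assay mix addition, stable 5–60 min / Benchmarks: neutral control DMSO, positive control TFP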
E-selectin induc: E-selectin induction on HUVECs. P16581. activation, % at 7.58 µM. HUVEC E-selectin immunofluorescence imaging; normalized: neutral wells 0, TNF-alpha wells 100. hit rate 0.37% among 260,000;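 active means mean E-selectin-positive cell signal at least 10% of the positive control, reached in at least 60% of replicates, without over 20% cell loss; inconclusive means no rule given, readout overlaps actives, possibly toxicity-flagged; inactive means the rest, including those meeting only one limit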;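 further: in these data hits start at about 27%; measured in HUVEC primary endothelial cells; signal is the percent of cells scored E-selectin positive by PE staining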
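Test system: HUVEC; input: 3,000 HUVEC/well; measured by: immunofluorescence imaging; read-out: % PE-positive cells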
esBAF inh: inhibitors of esBAF chromatin remodeling in mouse ES cells; Bmi1-luciferase knock-in reporter, 24 h; 100% = twice the neutral-well signal; reporter increase, % at 12.5 µM; hit rate 2% among 350,000; AID 602393; in the data active means activation above about 40%; inconclusive means no clear call, values can overlap the other calls;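 further: 0% = median of the plate's neutral control wells and 100% = double that signal; a rise in the Bmi1 reporter signal indicates esBAF inhibition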
FN deposition inh: fibronectin deposition inhibition; inhibition, % at 12.6 µM; hit rate 0.086% among 350,000; AID 743247; AH1F fibroblasts, Alexa488-fibronectin deposition fluorescence, overnight;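 active means mean inhibition across replicates of 30% or more, regardless of how many single replicates reach that level; inconclusive means mean under 30% yet at least half of replicates reach 30%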;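 further: positive control wells lacked labelled fibronectin entirely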
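Measured by – fluorescence 485/525 nm · System – AH1F fibroblast monolayer, labelled fibronectin deposition · Amount – 10000 cells per well · Buffer or medium – serum-reduced DMEM (2% serum) · Doses – single dose, pinned · Also added – fluorescent fibronectin at 24 nM final · Schedule – 1 h cell attachment, overnight exposure to compound and label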
Xi reactivation: activators of X-chromosome reactivation in mouse fibroblasts; AID 743238; hit rate 0.055% among 360,000; activation, % at 7.58 µM; XiGFP mouse fibroblasts, % GFP-positive cells imaging, 3 d; cells co-treated with 5-aza-dC sensitizer; scaled so ellipticine positive control = 100%;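 active means mean normalized replicate activation at least 10% and every replicate at or above 10%; inconclusive means only one of the two criteria met; inactive means mean below 10% and not all replicates reach 10%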;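 further: 0% = median of on-plate neutral control wells and 100% = ellipticine 6 µM median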
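System: 68-5-11 XiGFP fibroblast line; Timing: 3 days compound exposure; Compound dosing: one concentration, pinned; Benchmarks: positive control ellipticine, 6 µM final; Buffer or medium: DMEM containing 5-aza-dC.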
RAD54 inh: RAD54 (human) branch migration inhibition | Q92698 | RAD54 Holliday junction branch migration, FAM/BHQ fluorescence | inhibition, % at 10.4 µM | hit rate 0.14% among 360,000 | AID 602329;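 active means mean normalized replicate activity at least 40 and at least half of replicates scoring 40 or more; inconclusive means only one of the two criteria met; inactive means mean below 40 and under half of replicates reaching 40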;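 further: 0% = median of neutral control wells and 100% = median of positive control wells; inhibitors cause a drop in the FAM fluorescence signal; in these data hits start at about 50%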
Target sequence (Q92698 whole entry, looked up): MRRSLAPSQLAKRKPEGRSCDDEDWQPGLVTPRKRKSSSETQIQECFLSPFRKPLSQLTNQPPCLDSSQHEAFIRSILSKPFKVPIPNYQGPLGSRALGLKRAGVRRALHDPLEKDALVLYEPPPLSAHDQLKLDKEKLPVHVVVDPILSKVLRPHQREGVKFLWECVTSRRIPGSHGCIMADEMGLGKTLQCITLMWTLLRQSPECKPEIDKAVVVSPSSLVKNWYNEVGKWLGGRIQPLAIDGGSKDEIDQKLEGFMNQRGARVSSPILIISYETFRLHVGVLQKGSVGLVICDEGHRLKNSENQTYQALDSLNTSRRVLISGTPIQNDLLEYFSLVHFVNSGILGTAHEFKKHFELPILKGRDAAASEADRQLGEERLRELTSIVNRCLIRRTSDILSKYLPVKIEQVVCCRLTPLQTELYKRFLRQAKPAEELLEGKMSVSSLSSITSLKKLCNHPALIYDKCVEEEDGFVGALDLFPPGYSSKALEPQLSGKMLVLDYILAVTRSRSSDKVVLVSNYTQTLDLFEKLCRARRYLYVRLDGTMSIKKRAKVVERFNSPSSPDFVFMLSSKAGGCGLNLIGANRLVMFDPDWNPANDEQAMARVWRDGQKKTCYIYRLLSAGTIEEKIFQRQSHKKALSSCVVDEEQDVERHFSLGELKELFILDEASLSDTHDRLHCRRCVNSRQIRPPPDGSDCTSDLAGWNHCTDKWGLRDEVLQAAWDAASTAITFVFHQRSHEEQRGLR
EWS-Fli block: blocks EWS/Fli oncoprotein-driven transcription. inhibition, % at 12.6 µM. hit rate 0.67% among 350,000. A673 NR0B1-luciferase reporter, viability-normalised;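 active means mean inhibition of at least 50% after viability correction, with every replicate also passing that limit; inconclusive means mean reaches 50% but only one of two replicates passes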;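 further: firefly luciferase signal divided by Alamar Blue viability fluorescence both relative to DMSO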
* = called active by the depositor; ? = inconclusive; / = no result given.

SMILES	RAD52 inh	S100A4 MyoIIA	E-selectin induc	esBAF inh	FN deposition inh	Xi reactivation	RAD54 inh	EWS-Fli block
COc1ccc(OC)c(NC(=O)CN(C)S(=O)(=O)c2ccc(Cl)cc2)c1	-1	-4	1.3	-15	-8	0.2	2	1
CO[C@H]1CN(C)C(=O)c2cc(NC(=O)Nc3ccccc3)ccc2OC[C@@H](C)N(C(=O)CN(C)C)C[C@@H]1C	12	-3	0.0	5	2	-0.1	0	-2
CCN(C(=O)c1ccc(Cl)c(S(=O)(=O)Nc2c(C)n(C)n(-c3ccccc3)c2=O)c1)c1ccccc1	-6	-1	/	5	0	0.4	2	10
COCC(C)n1c(SCC(=O)Nc2ccc3c(c2)OCCO3)nc2ccccc2c1=O (configuration not stated)	-19	-3	/	6	2	-0.1	1	-7
COc1cccc(S(=O)(=O)N2CCCCN3[C@@H](CO)[C@@H](c4ccc(C#CC(C)C)cc4)[C@@H]3C2)c1	3	4	-1.0	/	/	-0.1	-3	11
Cc1ccc(NC(=O)COC(=O)Cc2ccsc2)cc1S(=O)(=O)N1CCOCC1	/	/	0.3	/	0	0.0	-2	/
COc1ccc([N+](=O)[O-])cc1NC(=O)Cc1noc2ccc(C)cc12	-26	-4	3.2	/	0	0.0	/	-9
C[C@@H]1CN([C@H](C)CO)C(=O)Cc2cc(NS(C)(=O)=O)ccc2O[C@H]1CN(C)Cc1ccc(Cl)c(Cl)c1	-5	4	-9.4	0	/	0.0	-1	/
CC(C)c1ccc(/C=C/C2=NNC(=O)CC2)cc1	-2	1	/	/	-7	0.1	/	11
C[C@H]1CN([C@@H](C)CO)S(=O)(=O)c2ccc(C3=CCCC3)cc2O[C@@H]1CN(C)C(=O)Nc1ccc2c(c1)OCO2	-10	0	0.6	4	-3	-0.1	4	3
Cc1ccc(NC(=O)C2CCN(c3cnccn3)CC2)cc1	2	10	/	/	3	-0.1	/	-4
S=C(Nc1ccc(Br)cc1Cl)N1CCCC1	-4	-8	-0.9	?	1	0.0	2	/
CSc1nc2c(c(=O)[nH]1)C(c1ccc(C(F)(F)F)cc1)CC(=O)N2 (configuration not stated)	-4	-2	/	-7	6	0.1	/	15
O=C(CCCNC(=O)/C(=C/c1ccc(Br)cc1)NC(=O)c1ccccc1)OCc1ccccc1	-7	3	/	/	0	0.0	/	12
CC(C)(C)n1ncc2c(=O)n(Cc3cccc(Cn4cnc5c(cnn5C(C)(C)C)c4=O)c3F)cnc21	-12	0	-0.2	-14	22	0.0	-9	35
COCCOC1CCN(Cc2cn(Cc3ccccc3)nc2-c2cc3ccccc3o2)CC1	-1	6	4.2	0	12	0.0	3	3
CNC[C@H]1Oc2c(NC(=O)Nc3ccccc3)cccc2C(=O)N([C@@H](C)CO)C[C@H]1C	-19	-2	0.3	6	5	0.0	5	-2
C[C@H](CO)N1C[C@H](C)[C@H](CN(C)S(=O)(=O)c2cn(C)cn2)Oc2ncc(-c3cccc(C(F)(F)F)c3)cc2C1=O	6	4	-0.2	0	1	-0.8	-7	1
COc1ccccc1-n1cnc2sc(C)c(C)c2c1=O	-9	5	0.1	5	0	0.4	-5	9
CCOc1ccc(CC2CCC(=O)NC2=O)cc1 (configuration not stated)	-4	-8	1.6	-6	-8	0.1	-4	6
Cc1ccc2c(c1)C(c1ccccc1)N(C(=O)c1c(F)cccc1Cl)CC(=O)N2 (configuration not stated)	-7	-4	/	-3	-4	0.0	-6	12
CC(C)N1CCN(Cc2nc3c(s2)CCCC3)CC1CCO (configuration not stated)	-3	-7	/	/	8	0.3	/	18
COc1cccc(-c2cc(CNC(=O)[C@H]3O[C@@H](n4cnc5c(N)ncnc54)[C@H](O)[C@@H]3O)no2)c1	6	-1	-0.3	-2	-2	-0.2	-20	5
CC(=O)c1ccccc1NC(=O)COC(=O)c1cc(C)oc1C	-10	-4	/	5	-1	0.1	1	-9
COc1ccc(S(=O)(=O)N2CCC(C(N)=O)(N3CCCCC3)CC2)cc1	-5	-2	0.3	-4	7	0.0	2	-5
C=CCN(CC=C)CC(=O)Nc1cccc(Oc2cnccn2)c1	-6	-2	-0.1	-2	-1	0.3	4	3
COc1cccc(-n2ccnc2SCC(=O)N2CCCc3ccccc32)c1	-13	-2	-0.1	/	1	0.3	/	-12
C[C@@H]1CN([C@@H](C)CO)C(=O)c2cc(C3=CCCCC3)cnc2O[C@H]1CN(C)C(=O)c1ccc(F)cc1	1	2	-0.6	7	-3	-1.0	-4	7
Cc1noc(C)c1NC(=O)Nc1ccc2c(c1)CC(=O)N([C@@H](C)CO)C[C@@H](C)[C@@H](CN(C)C(=O)Nc1ccccc1)O2	-7	-2	0.3	0	/	-0.1	4	-3
CCOC(=O)N1CCN(C(=O)CSc2nnc(C3COc4ccccc4O3)o2)CC1 (configuration not stated)	3	6	0.1	0	-9	0.3	1	2
CCC(=O)N1C[C@H](C)[C@@H](OC)CN(C)C(=O)c2cc(NC(=O)CC(F)(F)F)ccc2OC[C@H]1C	-60	-27	0.6	/	-2	0.0	/	2
O=C(N/N=C/c1cccc(Br)c1)c1ccc(N2CCCC2=O)cc1	-2	4	/	8	11	-0.1	2	19
O=C(Nc1ccc2c(c1)[C@H]1C[C@@H](CC(=O)N3CCc4ccccc4C3)O[C@@H](CO)[C@H]1O2)c1cccnc1	19	-10	0.3	-1	/	0.1	18	-3
CCCCn1c(N)c(N(Cc2ccccc2OC)C(=O)c2ccc(N3CCCC3=O)cc2)c(=O)[nH]c1=O	-1	-3	/	-7	3	-0.1	-29	-1
NC(=O)COc1ccc(Nc2nnc(-c3ccc(O)cc3)c3ccccc23)cc1	0	6	-0.2	2	3	-0.1	18	4
O=C(NCC(c1ccc(F)cc1)N1CCOCC1)c1cc(F)c(F)c(F)c1F (configuration not stated)	-6	1	/	/	-6	0.1	/	0
Cc1ccc(S(=O)(=O)Nc2ccc3c(c2)C(=O)N([C@H](C)CO)C[C@@H](C)[C@H](CN(C)Cc2ccc(C(F)(F)F)cc2)O3)cc1	/	/	0.0	-5	5	0.4	/	-3
O=c1c2c(nc3cc(-c4ccccc4Cl)[nH]n13)CCS2	-51	7	0.2	/	7	0.0	/	-26
O=C(CC1C(=O)NCCN1Cc1ccccc1)NC1CCCCC1 (configuration not stated)	-27	0	0.4	-3	-4	0.2	-3	0
CC(=O)/C(N)=N/Nc1cccc(Cl)c1	-16	-44	/	/	2	0.0	/	3
COc1ccc(OC)c(NC(=O)Nc2nc(C(N)c3ccccc3Cl)cs2)c1 (configuration not stated)	-97	-3	-0.1	-4	/	-0.1	-5	14
CC1(CCc2ccccc2)NC(=O)N(CC(=O)Nc2ccc3c(c2)OCCO3)C1=O (configuration not stated)	-10	-2	/	/	/	0.0	/	10
CN(Cc1ccc(OC(F)F)cc1)C(=O)c1cccc(S(=O)(=O)N2CCN(c3ccccc3)CC2)c1	-24	-4	-1.2	-34	/	0.0	-1	15
COc1ccc(-n2nc(C(=O)NCC(=O)NCCCN3CCN(C)CC3)c3ccccc3c2=O)cc1	-17	3	0.0	-6	6	0.0	1	0
CCCOc1ccc(-c2c(C(=O)N/N=C/c3ccccc3)nnn2-c2nonc2N)cc1	-11	-1	1.1	/	5	0.0	/	13
O=C(Nc1ccc(F)cc1)Nc1ccc2c(c1)[C@@H]1C[C@@H](CC(=O)N3CCCCC3)O[C@@H](CO)[C@@H]1O2	/	/	-0.2	7	-2	0.1	-21	-16
CCCCn1c(C23CC4CC(CC(C4)C2)C3)n[nH]c1=S	5	1	0.1	0	-10	-0.1	5	12
COCCn1nnnc1C(C(C)C)N1CCCC(C)C1 (configuration not stated)	4	1	0.0	13	0	0.2	-11	20
Brc1ccccc1-c1nnc(COc2ncnc3ccccc23)o1	-39	?	6.7	1	-9	0.0	-2	-6
C/C(=N\NC(=O)c1ccc(Cl)cc1)c1ccc2[nH]ccc2c1	-26	5	/	5	-7	0.0	3	-14
Cc1nn(C)c(Cl)c1S(=O)(=O)N[C@@H](c1ccccc1)[C@]1(C)C[C@H]1[C@@H](C)C(=O)Nc1ccc2ccccc2c1	-6	-2	0.0	-43	0	0.0	1	-5
CSCC[C@H](NC(=O)[C@@H]1Cc2ccccc2CN1)C(=O)NC1CCCC1	-14	-2	/	0	7	0.0	-4	/

By substructure: the entries above with an aryl methoxy group
SMILES	RAD52 inh	S100A4 MyoIIA	E-selectin induc	esBAF inh	FN deposition inh	Xi reactivation	RAD54 inh	EWS-Fli block
COc1ccc(OC)c(NC(=O)CN(C)S(=O)(=O)c2ccc(Cl)cc2)c1	-1	-4	1.3	-15	-8	0.2	2	1
COc1cccc(S(=O)(=O)N2CCCCN3[C@@H](CO)[C@@H](c4ccc(C#CC(C)C)cc4)[C@@H]3C2)c1	3	4	-1.0	/	/	-0.1	-3	11
COc1ccc([N+](=O)[O-])cc1NC(=O)Cc1noc2ccc(C)cc12	-26	-4	3.2	/	0	0.0	/	-9
COc1ccccc1-n1cnc2sc(C)c(C)c2c1=O	-9	5	0.1	5	0	0.4	-5	9
COc1cccc(-c2cc(CNC(=O)[C@H]3O[C@@H](n4cnc5c(N)ncnc54)[C@H](O)[C@@H]3O)no2)c1	6	-1	-0.3	-2	-2	-0.2	-20	5
COc1ccc(S(=O)(=O)N2CCC(C(N)=O)(N3CCCCC3)CC2)cc1	-5	-2	0.3	-4	7	0.0	2	-5
COc1cccc(-n2ccnc2SCC(=O)N2CCCc3ccccc32)c1	-13	-2	-0.1	/	1	0.3	/	-12
CCCCn1c(N)c(N(Cc2ccccc2OC)C(=O)c2ccc(N3CCCC3=O)cc2)c(=O)[nH]c1=O	-1	-3	/	-7	3	-0.1	-29	-1
COc1ccc(OC)c(NC(=O)Nc2nc(C(N)c3ccccc3Cl)cs2)c1 (configuration not stated)	-97	-3	-0.1	-4	/	-0.1	-5	14
COc1ccc(-n2nc(C(=O)NCC(=O)NCCCN3CCN(C)CC3)c3ccccc3c2=O)cc1	-17	3	0.0	-6	6	0.0	1	0
